procasp3 activ: activates human procaspase-3; P42574; recombinant procaspase-3 D3A, Ac-DEVD-pNA absorbance 405 nm; activation, % at 8.5 µM; 330,000 tested, 0.11% active; AID 463141;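 active = activation above the mean of all tested compounds plus 3 SD, cut at about 21% in these data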;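 note: 0% = DMSO alone and 100% = DMSO wells spiked with extra 5 µM PC-3 D3A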
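Evaluation: percent activation relative to control range; Material: Procaspase-3 D3A mutant, all three cleavage aspartates alanine; Compound: single dose, 8.5 µM nominal compound, 0.8% DMSO; Replication: one well per compound; Signal: absorbance at 405 nm, 0 and 120 min; Schedule: 1 h preincubation plus 2 h reaction at 25 °C.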
HCV core dimer: blocks dimerization of HCV core protein | TR-FRET GST/Flag-core106 dimerization, 1536-well | inhibition, % at 5 µM | 300,000 tested, 0.33% active;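 active = inhibition above the mean of all tested compounds plus 3 SD, set per screening campaign, cut at about 45% in these data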
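System – GST-tagged and Flag-tagged HCV core protein residues 1-106 · Repeats – one well for each compound · Technique – TR-FRET 671 and 617 nm emission · Doses – one concentration, 5 µM, in 0.5% DMSO · Times – 4 h, 22.5 °C incubation · Also added – Eu donor and XL665 acceptor anti-tag antibodies · Measure – percent inhibition of core106 dimerization signal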
PP5 inh: blocks human protein phosphatase 5 activity. 320,000 tested, 0.18% active. AID 1987. purified PP5c, OMFP substrate fluorescence. inhibition, % at 6.7 µM. P53041;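 active = inhibition above the campaign's mean inhibition across all tested compounds plus 3 SD, cut at about 9.5% in these data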;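 note: 0% = DMSO only and 100% = 100 µM cantharidin control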
CTSL1 counter: counter-screen for PFM18AAP inhibitors: inhibitors of F. hepatica cathepsin L1; recombinant F. hepatica cathepsin L1, Z-Leu-Arg-MCA fluorescence; inhibition, % at 5.96 µM; 300,000 tested, 0.49% active; AID 1906;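 active = inhibition above the mean of all tested compounds plus 3 SD, set per screening campaign, cut at about 17% in these data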;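 note: 0% = plate median of test compound wells and 100% = 1 µM Z-Phe-Ala-diazomethylketone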
PAFAH2 inh: PAFAH2 (human) inhibition | recombinant PAFAH2, FP-rhodamine activity probe, fluorescence polarization | 340,000 tested, 0.99% active | inhibition, % at 3.39 µM | Q99487;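 active = inhibition above the mean over all tested compounds plus 3 SD, cut at about 30% in these data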;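 note: inhibitors block probe labeling of enzyme so polarization drops; 0% = enzyme with DMSO and 100% = wells lacking PAFAH2 protein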
proCasp7 act: activates human procaspase-7, counter-screen for procaspase-3 activators; recombinant procaspase-7, Ac-DEVD-pNA absorbance 405 nm; D23A/D198A/D206A triple mutant, cannot self-cleave; scale: DMSO 0, 5 µM enzyme 100; activation, % at 8.5 µM; P55210; AID 463210; 330,000 tested, 0.093% active;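 active = percent activation above the screen-wide mean plus 3 SD, cut at about 25% in these data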
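buffer or medium = Zinc-free HEPES/NaCl buffer, pH 7.4 | material = Procaspase-7 triple mutant (PC-7 D3A) | input = 2 µM procaspase-7 mutant as dispensed | signal = Epi-absorbance of released pNA at 405 nm, two timepoints | timing = 1 h preincubation, 2 h reaction | replicates = singlicate compound testing | evaluation = % activation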
AHR act: activators of human aryl hydrocarbon receptor; P35869; AHR-responsive luciferase reporter cells, luminescence; activation, % at 5 µM; 320,000 tested, 2.5% active; AID 2796; in the data active = activation above about 47%;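 note: 0% = vehicle wells and 100% = reference agonist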
Target sequence (P35869 whole entry, looked up): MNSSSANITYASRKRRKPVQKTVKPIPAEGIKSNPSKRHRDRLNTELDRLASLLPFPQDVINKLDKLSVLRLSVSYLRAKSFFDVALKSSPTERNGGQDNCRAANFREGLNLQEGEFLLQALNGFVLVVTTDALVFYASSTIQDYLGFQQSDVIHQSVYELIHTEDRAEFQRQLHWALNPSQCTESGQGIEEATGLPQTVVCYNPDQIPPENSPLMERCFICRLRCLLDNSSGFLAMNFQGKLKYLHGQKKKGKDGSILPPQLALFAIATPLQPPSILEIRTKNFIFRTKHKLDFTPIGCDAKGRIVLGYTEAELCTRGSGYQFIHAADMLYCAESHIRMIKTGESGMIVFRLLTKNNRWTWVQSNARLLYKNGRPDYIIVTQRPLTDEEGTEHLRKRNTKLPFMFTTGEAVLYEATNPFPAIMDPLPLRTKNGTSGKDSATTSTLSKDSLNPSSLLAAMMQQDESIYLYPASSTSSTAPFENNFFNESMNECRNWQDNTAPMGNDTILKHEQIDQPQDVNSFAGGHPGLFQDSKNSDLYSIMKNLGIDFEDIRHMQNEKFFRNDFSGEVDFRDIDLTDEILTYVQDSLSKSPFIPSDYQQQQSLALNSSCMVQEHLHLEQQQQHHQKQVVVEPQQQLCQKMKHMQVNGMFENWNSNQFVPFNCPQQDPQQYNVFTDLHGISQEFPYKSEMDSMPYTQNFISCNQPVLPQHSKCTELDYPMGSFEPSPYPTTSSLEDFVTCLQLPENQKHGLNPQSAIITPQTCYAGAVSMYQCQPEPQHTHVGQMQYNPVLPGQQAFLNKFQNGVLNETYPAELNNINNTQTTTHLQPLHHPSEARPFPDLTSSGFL
PP1 inh: PP1-alpha (human) inhibition in PP5 counter-screen; P62136; purified PP1alpha, OMFP fluorescence; inhibition, % at 6.7 µM; 320,000 tested, 0.9% active; AID 2235;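 active = inhibition above the mean inhibition of all tested compounds plus 3 SD, computed separately for each screening campaign, cut at about 15% in these data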
TPT1 inh: blocks Candida albicans tRNA 2'-phosphotransferase; recombinant caTPT1, FP RNA substrate dephosphorylation; inhibition, % at 5 µM; 300,000 tested, 0.81% active;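 active = inhibition above the mean of all tested compounds plus 3 SD, set per screening campaign, cut at about 24% in these data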;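 note: plate controls were DMSO alone for no effect and ferristatin control at 100 nM for full effect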
Numbers without * were called inactive; · = no result given.

structure,procasp3 activ,HCV core dimer,PP5 inh,CTSL1 counter,PAFAH2 inh,proCasp7 act,AHR act,PP1 inh,TPT1 inh
COc1ccccc1C(=O)N1CCN=C1SCc1cccnc1,-7,8,-4.8,10,4,-6,9,1,6
Cc1c(C(=O)O)sc2nc(SCC(=O)Nc3ccc(S(=O)(=O)NC(C)(C)C)cc3)[nH]c(=O)c12,-1,-20,0.4,7,0,1,8,-1,0
Cc1cc(-c2nnc(CCC(=O)NC(C)c3cccc4ccccc34)o2)no1 (stereo not given),3,-1,2.2,-1,-7,-3,1,-4,-1
COc1ccc(NC(=O)CN2CCN(C(=O)N3CCOCC3)CC2)cc1,-22,-1,-3.2,0,6,-4,1,-3,4
Cc1cccnc1CN1CCN(C(=O)CCc2nnc(CCc3ccccc3)o2)CC1,-7,2,-0.7,0,4,2,1,-1,0
COc1cc(S(=O)(=O)Nc2c(C)nn(C)c2C)ccc1NC(C)=O,-1,-4,-0.6,-1,1,9,0,-4,0
CSCC[C@H](NC(=O)[C@H]1CC[C@H](CNC(=O)[C@@H](N)Cc2ccccc2)CC1)C(=O)O,-1,-12,0.9,1,4,-1,0,0,-6
CCC(=O)Nc1cccc(NC(=O)c2cccnc2)c1,-5,-6,1.8,2,0,5,27,-4,-3
CCC(=O)NC(=S)Nc1ccc(-c2nc3ccccc3s2)cc1,2,17,2.4,-1,-2,2,33,0,-1
CC1CC1C(=O)N(C)CC(=O)Nc1cccc(F)c1 (stereo not given),-4,-1,0.0,-2,-4,-2,1,2,-3
Cc1ccc(-c2noc(C3CCCN(C(=O)c4cccc(Cl)c4)C3)n2)o1 (stereo not given),0,-1,2.5,-2,4,0,1,-6,4
C=CCN1C(=O)C(O)(CC(=O)c2ccco2)c2cc(Br)ccc21 (stereo not given),-5,16,1.5,2,5,-16,2,-2,-5
O=C(C(=O)N1CCOCC1)c1cn(CC(=O)N2CCc3ccccc3C2)c2ccccc12,-2,-1,1.1,-3,-3,1,-1,-1,0
CCOC(=O)COn1c(=O)c(-c2ccc(OC)c(OC)c2)[n+]([O-])c2ccccc21,-5,-4,-0.3,2,·,-2,15,0,-7
CCC(CC)c1nnc(NC(=O)C2CC(=O)N(CCc3ccc(OC)c(OC)c3)C2)s1 (stereo not given),7,-2,0.0,1,-4,-3,2,-6,1
O=C(CN1CCN(Cc2ccc3c(c2)OCO3)CC1)Nc1ccc(F)cc1,-1,-5,1.9,4,-6,-9,0,-3,1
O=C(O)CCCCCNC(=O)Cn1nnc2ccccc2c1=O,1,-4,1.2,-3,-7,0,0,-1,2
CCOC(=O)C(C)Sc1nc2ccccc2c(=O)n1CC (stereo not given),-7,-5,-5.3,5,-1,0,5,3,-1
CC(NC(=O)c1ccccc1NC(=O)c1ccccc1)C(=O)N1CCOCC1 (stereo not given),6,7,0.0,-1,-9,2,-1,-3,-1
O=C(Nc1ccccc1C(=O)Nc1cccnc1)c1ccccc1,-3,-1,0.9,-2,2,8,43,-3,0
COc1ccc(-c2csc(NC(=O)C3CC(=O)N(Cc4ccco4)C3)n2)cc1 (stereo not given),2,16,1.8,2,4,-3,3,-1,5
COc1cc(/C=N/NC(=O)CC2(C)OCCCO2)ccc1OCc1ccc(Cl)cc1Cl,5,9,3.6,0,3,21,9,1,1
COc1ccc(C(C)=O)cc1CSc1ccc2c(c1)OCCO2,-2,4,1.5,4,15,1,-2,-2,2
CCCC(=O)Nc1nc2ccc(OCC)cc2s1,12,-6,0.2,2,16,-1,20,0,1
CCOc1ccc(C(=O)NC(=S)Nc2cccnc2)cc1,-5,-1,-1.9,0,-4,10,5,-1,-3
Cc1nc(N2CCOCC2)nc(OC(C)C)c1[N+](=O)[O-],5,-2,0.7,-1,5,0,0,0,-2
O=S(=O)(c1ccccc1)N1CCN=C1SCc1ccc(Cl)c(Cl)c1,-1,4,0.2,-1,0,-1,6,1,-1
CCOC(=O)CC(=O)c1[nH]c(C)c(C(=O)OCC)c1C,8,0,1.1,0,-1,-5,5,4,-1
CCCN1CCC(CCOc2ccccc2)(C(=O)OCC)CC1,12,-4,0.9,-10,2,-6,0,0,0
COc1ccc(-c2noc(CCC(=O)NCCc3cccc(C)c3)n2)cc1,3,-1,2.6,-1,-1,8,8,-3,2

(next part)
structure,procasp3 activ,HCV core dimer,PP5 inh,CTSL1 counter,PAFAH2 inh,proCasp7 act,AHR act,PP1 inh,TPT1 inh
O=C1CN(CC(=O)NC(=O)NCc2ccccc2)CCN1,-1,-5,-0.2,-1,-3,-2,-2,0,-3
Cc1ccc(CCNC(=O)CCNS(=O)(=O)c2ccc3c(c2)oc(=O)n3C)cc1,6,-3,-1.1,0,4,-4,0,4,3
CCN(CC)C(=S)NC(=O)Cc1ccccc1,7,3,0.9,6,-4,0,4,0,-2
Cc1occc1C(=O)Nc1cnn(CCCC(=O)O)c1,5,9,-1.6,6,-5,8,1,-2,-1
Cc1cc(NC(=O)CSc2ccc(-c3ccc(F)cc3)nn2)no1,5,-4,-2.7,-1,1,10,4,-2,0
O=C(c1cccc2ccccc12)N1CCN(c2ccccc2F)CC1,12,11,-0.8,1,-8,4,5,0,1
COc1ccc(S(=O)(=O)NCc2ccc3c(c2)cc(C)n3C)cc1,-8,-7,1.6,-2,19,5,0,5,-4
Cc1cc(NC(=O)CSc2nnc(CNc3ccc(F)cc3)n2C2CCCCC2)no1,7,12,0.6,-1,-7,-5,-2,2,0
CC(=O)Nc1ccc(NC(=O)c2ccc(-n3c(C)ccc3C)cc2)cc1,4,-5,0.2,-2,-3,-16,4,-1,4
COc1ccc(C)c2sc(N(CCCN(C)C)C(=O)c3ccc(S(=O)(=O)N(C)C)cc3)nc12,1,9,0.6,-2,-4,15,10,-6,2
O=C(N/N=C/c1ccccc1O)c1cccc(C(F)(F)F)c1,-58,-11,3.6,5,17,-66,8,4,-2
Cc1oc2c(C)c3oc(=O)c(CCC(=O)N4C[C@H]5C[C@@H](C4)c4cccc(=O)n4C5)c(C)c3cc2c1C,9,4,0.8,2,3,-8,-2,-1,-3
O=C(Nc1ccc(Br)cc1Cl)c1ccc(OCC2CCCO2)cc1 (stereo not given),-4,·,·,·,2,-1,-3,·,·
CCN(CC)S(=O)(=O)c1cccc(C(=O)NC(Cc2c[nH]c3ccccc23)c2nnc3n2CCCCC3)c1 (stereo not given),2,4,-0.1,3,-3,-11,1,-3,1
CCOc1ccc(N2C(=O)Nc3ccccc3C2(O)C(=O)NCc2ccc(OC)cc2)cc1 (stereo not given),8,-1,-1.0,-2,5,4,1,4,0
O=C(NCc1cccnc1)c1ccccc1NS(=O)(=O)c1ccccc1,-6,2,0.7,-2,2,9,-1,-5,-1
O=C(NCCOc1ccccc1F)c1ccc2c(=O)n3c(nc2c1)CCC3,2,·,-1.4,·,6,10,9,-2,·
O=C(O)c1ccc(Cl)c(S(=O)(=O)N(Cc2ccccc2)c2ccccc2Cl)c1,-4,18,0.9,4,12,-1,7,7,-3
NS(=O)(=O)c1cccc(NS(=O)(=O)c2cccc(C(F)(F)F)c2)c1,-2,2,-0.9,-1,9,2,0,-3,1
CCN1CC(CN(C)Cc2nc(-c3ccc(OC)c4ccccc34)oc2C)CC1=O (stereo not given),-1,-1,-1.4,0,8,2,16,8,2
CCOc1cc(CNCCO)cc(Br)c1OCc1ccccc1Cl,0,-12,-1.0,0,-4,9,3,6,-4
Cc1sc(N/N=C/c2cc([N+](=O)[O-])ccc2O)nc1-c1ccccc1,0,10,0.8,4,7,-1,45,3,-1
Clc1cc(Br)ccc1NCc1cccnc1,2,-1,0.8,-1,-9,5,6,0,0
Cc1ccc(S(=O)(=O)CCC(=O)OCC(=O)NC(=O)c2ccccc2)cc1,-7,4,-0.8,-45,1,10,-1,-1,-2
CCn1nc(C(=O)NCCc2ccc3c(c2)OCCO3)c2ccccc2c1=O,17,·,·,·,1,-1,9,·,·
C/C(=C\c1ccco1)C1C(C#N)=C(N)OC2=C1C(=O)CC(C)(C)C2 (stereo not given),-8,26,1.5,-3,-8,2,-3,1,2
Cc1cccc(C)c1-n1c(C)cc(/C=C2\NC(=O)NC2=O)c1C,1,-4,5.1,-1,-3,-1,15,1,5
O=[N+]([O-])c1cc(/C=N\O)ccc1Oc1ccc(F)cc1,2,-5,2.9,3,-3,2,1,-4,7
C#Cc1ccc([C@H]2C=C(C(=O)NCc3ccccc3)O[C@@H](OCC)[C@@H]2CCCO)cc1,0,6,2.4,-28,-9,0,7,-5,2
CCOC(=O)CSc1nc2ccccc2c(=O)n1CC1CCCO1 (stereo not given),7,-7,0.7,3,3,5,2,-1,-4

Next section:
structure,procasp3 activ,HCV core dimer,PP5 inh,CTSL1 counter,PAFAH2 inh,proCasp7 act,AHR act,PP1 inh,TPT1 inh
Cc1ccc(C)c(NC(=S)N2CCC(NC(=O)c3ccccc3)CC2)c1,4,0,1.9,-3,-8,0,-1,-4,-4
CC(=O)NN1C(=O)/C(=C2/Sc3ccc(Cl)cc3N2C)SC1=S,-12,9,-6.6,3,-9,5,17,5,1
CCOC(=O)c1c(NC(=O)Cn2nc(C(F)(F)F)cc2C)sc(C)c1C,-5,-1,3.3,3,4,-3,-1,-1,1
CCn1c(CNC(=O)c2ccco2)nnc1SCC(=O)c1ccc(F)cc1,2,-1,-0.6,-1,-3,-7,2,-1,-2
O=C(CNC(=O)c1cccc(Cl)c1)N/N=C/c1cccnc1,-5,-5,1.4,5,13,0,-1,-4,4
Cc1c(C)c(C)c(CN2CCCC2)c(C)c1C,-3,0,-0.5,-6,4,-2,1,-4,1
Cc1ccccc1-n1c(C)n[nH]c1=S,-7,1,-1.2,3,0,-4,3,-2,2
CC1CCN(C2CC(=O)N(c3ccccc3)C2=O)CC1 (stereo not given),-28,0,3.5,-2,0,-33,-1,-3,1
Cc1ccc(Nc2c(-c3ccccn3)nc3cccc(C)n23)cc1,0,-2,3.7,12,-3,7,4,40*,3
COc1ccccc1Nc1nc2cc(C)ccc2cc1C#N,1,10,3.2,4,7,3,16,-4,-2
CCOc1ccc(-c2nnc(-c3ccncc3)o2)cc1OCC,10,-3,-0.5,6,-3,-11,32,-3,1

Some entries already given, reduced to PP5 inh and TPT1 inh.
structure	PP5 inh	TPT1 inh
Cc1c(C)c(C)c(CN2CCCC2)c(C)c1C	-0.5	1
CC1CCN(C2CC(=O)N(c3ccccc3)C2=O)CC1 (stereo not given)	3.5	1
COc1ccccc1Nc1nc2cc(C)ccc2cc1C#N	3.2	-2
Cc1ccc(C)c(NC(=S)N2CCC(NC(=O)c3ccccc3)CC2)c1	1.9	-4

Screening data: PubChem BioAssay, The Scripps Research Institute Molecular Screening Center
